High-throughput results (PubChem)
RGS4-Gao reg: human RGS4-Galphao interaction regulation; P09471; Multiplexed bead flow cytometry, RGS4-Galphao binding; actives lie on both sides; binding response (% of control), % at 10 µM; hit rate 0.33% among 220,000; in the data active means binding response below about 49% or above about 150%; inactive means in between;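 further: fluorescent Galphao activated with aluminum fluoride binding bead-coupled RGS4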
Mcl-1 Bim block: inhibitors of Bim-Mcl-1 interaction, human; Bead-based flow cytometry, Bim peptide-Mcl-1 binding; inhibition, % at 10 µM; hit rate 0.1% among 190,000; AID 1009;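 further: 0% = no compound tracer wells and 100% = peptide blocker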
Target sequence (Q07820 whole entry, looked up): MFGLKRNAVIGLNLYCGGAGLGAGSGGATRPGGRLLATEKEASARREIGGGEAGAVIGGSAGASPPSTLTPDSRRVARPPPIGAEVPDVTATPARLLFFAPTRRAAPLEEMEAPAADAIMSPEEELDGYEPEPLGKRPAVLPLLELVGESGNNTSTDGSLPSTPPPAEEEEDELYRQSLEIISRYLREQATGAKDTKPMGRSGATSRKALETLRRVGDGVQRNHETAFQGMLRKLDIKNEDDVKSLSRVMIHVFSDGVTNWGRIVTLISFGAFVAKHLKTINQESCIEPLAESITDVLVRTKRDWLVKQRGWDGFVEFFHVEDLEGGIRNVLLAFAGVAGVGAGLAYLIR
RGS8-Gao reg: human RGS8-Galphao interaction regulation | hit rate 0.34% among 220,000 | AID 1423 | multiplexed bead flow cytometry, RGS8-Galphao binding; actives lie on both sides | response (percent of control binding), % at 10 µM; in the data active means response below about 60% or above about 140%; inactive means in between;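 further: Galphao activated as the GDP aluminium fluoride complex binding bead-coupled RGS8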
Bfl-1 Bim block: inhibitors of Bim-Bfl-1 interaction, human; Bead-based flow cytometry, Bim-Bfl-1 binding inhibition; hit rate 0.12% among 190,000; Q16548; inhibition, % at 10 µM; AID 1008;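 further: 0% = wells without compound plus tracer and 100% = blocker peptide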
RGS7-Gao reg: regulators of human RGS7-Galphao interaction. Multiplexed bead flow cytometry, RGS7-Galphao binding; actives lie on both sides. binding response (% of control), % at 10 µM. hit rate 0.35% among 220,000; in the data active means binding response below about 49% or above about 150%; inconclusive means no clear call, values can overlap the other calls; inactive means in between;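 further: fluorescent Galphao held in activated GDP-AlF4 state binding bead-coupled RGS7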
Bcl-2 Bim block: human Bim-Bcl-2 interaction inhibition; hit rate 0.06% among 190,000; Bead-based flow cytometry, Bim peptide-Bcl-2 binding; inhibition, % at 10 µM; P10415; in the data active means inhibition above about 40%; inconclusive means no clear call, values can overlap the other calls;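 further: 0% = no compound wells with probe peptide and 100% = reference peptide inhibitor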
Mcl1 Bid PPI: disrupts binding of human Mcl-1 to Bid peptide; TR-FRET Mcl-1/Bid-Dy647 peptide binding, 1536-well; inhibition, % at 21.7 µM; hit rate 0.97% among 220,000;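 active means compounds that cut the binding signal by more than half at the single screening dose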;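 further: His-tagged Mcl-1 with europium anti-His antibody binding Bid BH3 peptide; 0% = Mcl-1 plus peptide wells and 100% = peptide-only wells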
Mcl1 Noxa PPI: disrupts binding of human Mcl-1 to Noxa peptide. TR-FRET Mcl-1/Noxa peptide binding, 2 h. inhibition, % at 21.7 µM. hit rate 1.5% among 220,000;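 active means compounds that cut the protein-peptide binding signal by more than 50% relative to plate controls in a single-dose test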;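 further: His-tagged Mcl-1 with rhodamine Noxa BH3 peptide and terbium anti-His antibody; 0% = Mcl-1 plus Noxa peptide wells and 100% = peptide-only wells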
Bim-Bcl-B: human Bim-Bcl-B interaction inhibition | inhibition, % at 10 µM | Q9HD36 | bead-based flow cytometry, Bim peptide-Bcl-B binding | hit rate 0.073% among 190,000 | AID 951;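 further: 0% = tracer peptide without compound and 100% = reference inhibitor peptide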
Target sequence (Q9HD36 whole entry, looked up): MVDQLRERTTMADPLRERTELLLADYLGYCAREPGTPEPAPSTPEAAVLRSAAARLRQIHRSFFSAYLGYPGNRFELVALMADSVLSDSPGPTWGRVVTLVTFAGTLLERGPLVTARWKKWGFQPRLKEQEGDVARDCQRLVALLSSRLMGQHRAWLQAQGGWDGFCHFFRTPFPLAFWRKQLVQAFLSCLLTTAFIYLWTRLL
Bim-Bcl-XL: disrupts Bim peptide binding to human Bcl-XL; Q07817; bead flow cytometry, fluorescence; inhibition, % at 10 µM; hit rate 0.04% among 190,000
Bim-Bcl-W: disrupts Bim peptide binding to human Bcl-W; Q92843; bead-based flow cytometry; inhibition, % at 10 µM; hit rate 0.02% among 190,000; AID 952;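 further: 0% = bound tracer without compound and 100% = peptide blocker; higher means less fluorescent Bim peptide bound to Bcl-W beads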
Active calls of the source: *; ? = inconclusive; · = not tested or not shown. Unless noted, no stated cut-off is given here; in the data, active means inhibition above about 40%.

#	SMILES	RGS4-Gao reg	Mcl-1 Bim block	RGS8-Gao reg	Bfl-1 Bim block	RGS7-Gao reg	Bcl-2 Bim block
1	CC(C)CCC(CC(C)O)C(=O)NNC(=S)Nc1ccccc1 (configuration not stated)	103	·	101	·	?	·
2	Cc1cnc([N+](=O)[O-])n1CCOC(=O)NC(=O)c1ccccc1Cl	90	0	93	-6	88	-4
3	COc1cc(C(Nc2ccccn2)c2c(NC(=O)c3ccco3)sc(C)c2C)cc(OC)c1OC (configuration not stated)	101	-3	103	0	99	1
4	O=C(c1cc2cc(C(F)(F)F)ccc2s1)N1CCOCC1	101	0	102	-4	?	0
5	Cc1ccc(/C=N/NC(=O)c2c[nH]c3ccccc23)s1	99	-2	98	-1	97	-2
6	O=C(O)/C=C/c1ccc(OCCCF)cc1	97	0	98	-7	101	-3
7	Cc1ccc(-n2c(Cc3cccs3)nnc2SCC(=O)Nc2ccc(F)c(F)c2)cc1	102	0	100	-10	102	-10
8	CCOC(=O)c1cc2c(C(F)(F)F)cc(-c3cccnc3)nc2o1	103	-1	106	-12	106	-7
9	O=C(CN1C(=O)CCS(=O)(=O)c2ccccc21)NCc1ccc2c(c1)OCO2	104	2	98	2	99	-2
10	Clc1cccc2sc(N3CCN(c4ccccc4)CC3)nc12	102	-5	99	-9	102	-5
11	C=CCNC(=O)c1onc(CSc2ccc(F)cc2)c1C(=O)NCCOC	101	-1	102	0	100	-2
12	COc1cc(NC(=O)C2CCCN2C(=O)C2CCC(C)CC2)cc(OC)c1OC (configuration not stated)	100	0	101	0	102	2

#	Mcl1 Bid PPI	Mcl1 Noxa PPI	Bim-Bcl-B	Bim-Bcl-XL	Bim-Bcl-W
1	-106	-3	·	·	·
2	-1	-20	-1	0	0
3	-57	12	-6	-4	-1
4	-11	7	3	3	1
5	-5	2	0	0	1
6	2	-3	-3	-3	-2
7	-3	6	-12	4	0
8	8	-3	-9	-17	-3
9	-8	5	1	2	4
10	-11	12	-9	-7	-6
11	-2	-1	1	0	0
12	1	14	-2	-1	-2

A draw from above in order of count of non-hydrogen atoms, falling.
#	SMILES	RGS4-Gao reg	Mcl-1 Bim block	RGS8-Gao reg	Bfl-1 Bim block	RGS7-Gao reg	Bcl-2 Bim block
9	O=C(CN1C(=O)CCS(=O)(=O)c2ccccc21)NCc1ccc2c(c1)OCO2	104	2	98	2	99	-2
11	C=CCNC(=O)c1onc(CSc2ccc(F)cc2)c1C(=O)NCCOC	101	-1	102	0	100	-2
2	Cc1cnc([N+](=O)[O-])n1CCOC(=O)NC(=O)c1ccccc1Cl	90	0	93	-6	88	-4
10	Clc1cccc2sc(N3CCN(c4ccccc4)CC3)nc12	102	-5	99	-9	102	-5
4	O=C(c1cc2cc(C(F)(F)F)ccc2s1)N1CCOCC1	101	0	102	-4	?	0
5	Cc1ccc(/C=N/NC(=O)c2c[nH]c3ccccc23)s1	99	-2	98	-1	97	-2

#	Mcl1 Bid PPI	Mcl1 Noxa PPI	Bim-Bcl-B	Bim-Bcl-XL	Bim-Bcl-W
9	-8	5	1	2	4
11	-2	-1	1	0	0
2	-1	-20	-1	0	0
10	-11	12	-9	-7	-6
4	-11	7	3	3	1
5	-5	2	0	0	1

Next section
#	SMILES	RGS4-Gao reg	Mcl-1 Bim block	RGS8-Gao reg	Bfl-1 Bim block	RGS7-Gao reg	Bcl-2 Bim block
13	Cc1ccc(S(=O)(=O)NCCCCCC(=O)N(C)C)cc1	100	-2	101	0	101	-1
14	Cc1ccc(CSc2nnc(-c3ccccn3)n2N)cc1	91	·	100	·	?	·
15	COCC(=O)Nc1cc(Cl)ccc1C(F)(F)F	101	1	101	-4	96	-1
16	Cc1cc(NC(=O)c2ccc(S(=O)(=O)N(C)C)cc2)n(-c2ccccn2)n1	108	0	104	0	122	-2
17	CC(=O)c1cc2c(cc1NC(=O)CCc1ccccc1)OCO2	94	-1	97	-1	98	-3
18	COCCn1nnnc1C(c1cc2cccc(C)c2[nH]c1=O)N1CCN(c2ccccc2F)CC1 (configuration not stated)	100	-3	101	-17	101	-10
19	COc1ccccc1C(=O)N/C(=C\c1ccc(Br)cc1)C(=O)NCCO	101	-6	102	-13	108	-14
20	COc1ccc(CNC(=O)c2ccc3nccnc3c2)cc1	102	-6	100	-10	103	-3
21	O=C(O)C1CCCN1S(=O)(=O)c1ccc(Cl)c(Cl)c1 (configuration not stated)	96	0	100	-9	105	-6

#	Mcl1 Bid PPI	Mcl1 Noxa PPI	Bim-Bcl-B	Bim-Bcl-XL	Bim-Bcl-W
13	-24	-2	1	1	1
14	-18	9	·	·	·
15	-27	12	0	-2	0
16	-15	10	-3	-4	-3
17	3	-4	-2	-3	0
18	-12	22	-12	-6	-3
19	-11	20	-5	-5	0
20	2	5	-5	-6	5
21	8	19	-8	-3	0

Reformatted: two of the compounds above.
The line under a structure holds: RGS4-Gao reg	Mcl-1 Bim block	RGS8-Gao reg	Bfl-1 Bim block	RGS7-Gao reg	Bcl-2 Bim block	Mcl1 Bid PPI	Mcl1 Noxa PPI	Bim-Bcl-B	Bim-Bcl-XL	Bim-Bcl-W
16	Cc1cc(NC(=O)c2ccc(S(=O)(=O)N(C)C)cc2)n(-c2ccccn2)n1
    108	0	104	0	122	-2	-15	10	-3	-4	-3
17	CC(=O)c1cc2c(cc1NC(=O)CCc1ccccc1)OCO2
    94	-1	97	-1	98	-3	3	-4	-2	-3	0
